Source: PubChem BioAssay
PME-1 inh: PME-1 inhibitors via competitive probe labeling, primary screen, biochemical, fluorescence polarization, FP-Rh probe, HTS | recombinant PME-1 | Protein phosphatase methylesterase 1 (Homo sapiens), Q9Y570 | inhibition, % at 5.9 µM | 320,000 tested, 0.53% active | AID 2130, 2009;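 active = inhibition above the campaign mean of all compounds plus 3 SD, cut at about 26% in these data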;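 note: competitive labeling of PME-1 active site by serine hydrolase directed probe; 0% = PME-1 with DMSO and 100% = wells lacking PME-1 enzyme; inhibitors block probe labeling so polarization falls and inhibition rises; many of its hits are not listed in these tables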
Target sequence (Q9Y570 whole entry, looked up): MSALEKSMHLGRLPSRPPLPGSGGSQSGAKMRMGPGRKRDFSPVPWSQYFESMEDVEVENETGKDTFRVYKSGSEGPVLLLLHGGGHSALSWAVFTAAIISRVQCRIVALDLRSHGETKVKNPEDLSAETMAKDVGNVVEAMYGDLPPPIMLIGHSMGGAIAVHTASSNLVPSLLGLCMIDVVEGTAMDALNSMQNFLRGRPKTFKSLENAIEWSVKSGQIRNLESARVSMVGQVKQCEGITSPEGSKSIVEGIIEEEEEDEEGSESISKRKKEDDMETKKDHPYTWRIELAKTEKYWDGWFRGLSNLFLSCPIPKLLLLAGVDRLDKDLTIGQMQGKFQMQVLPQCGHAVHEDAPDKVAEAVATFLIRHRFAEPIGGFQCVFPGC
MEX-5 binding: MEX-5 zinc finger RNA-binding disruptors – biochemical, C. elegans, fluorescence polarization, MLPCN library, primary screen. MEX-5/FITC-TCR2 RNA binding; stronger effect = lower value. activity score (negative = inhibition of binding), % at 10 µM. 300,000 tested, 0.38% active. AID 1832, 2009;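 active = inhibition past about -25% in most replicates, and total fluorescence under double the plate's negative control median, limit read from the data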;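 note: 0% = DMSO and -100% = 5 µM competing unlabeled TCR2 RNA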
pPAFAH inh: pPAFAH enzyme inhibitors, primary screen, biochemical, fluorescence polarization, human; 330,000 tested, 1.5% active; AID 463082, 2010; Platelet-activating factor acetylhydrolase (Homo sapiens), Q13093; inhibition, % at 3.39 µM; recombinant pPAFAH, FP-rhodamine probe fluorescence polarization;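 active = inhibition above the mean inhibition across the screen plus 3 SD, cut at about 25% in these data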;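 note: inhibitors block binding of the rhodamine activity-based probe so polarization drops; 0% = enzyme with DMSO and 100% = wells lacking pPAFAH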
Target sequence (Q13093 whole entry, looked up): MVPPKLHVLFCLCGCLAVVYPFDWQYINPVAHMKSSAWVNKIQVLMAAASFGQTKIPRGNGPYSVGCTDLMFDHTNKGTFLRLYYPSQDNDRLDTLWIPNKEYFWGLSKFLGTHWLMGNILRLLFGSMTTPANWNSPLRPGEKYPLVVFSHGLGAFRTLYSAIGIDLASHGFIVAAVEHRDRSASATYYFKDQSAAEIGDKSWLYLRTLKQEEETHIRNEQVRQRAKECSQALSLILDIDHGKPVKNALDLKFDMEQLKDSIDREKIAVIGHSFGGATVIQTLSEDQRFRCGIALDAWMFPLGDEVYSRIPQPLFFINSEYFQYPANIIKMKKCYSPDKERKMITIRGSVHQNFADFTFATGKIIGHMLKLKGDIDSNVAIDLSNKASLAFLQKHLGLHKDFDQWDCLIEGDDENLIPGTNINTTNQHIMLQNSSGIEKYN
GLD-1 RNA inh: GLD-1/TGE RNA complex disruptors, primary screen, biochemical, fluorescence polarization | AID 2280, 2010 | inhibition, % at 5.96 µM | 320,000 tested, 0.44% active | Female germline-specific tumor suppressor gld-1 (Caenorhabditis elegans), Q17339 | purified GLD-1 + fluorescein TGE RNA;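 active = percent inhibition above a per-plate cutoff, the plate mean of test compounds plus 3 SD, cut at about 30% in these data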;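 note: 0% = DMSO wells with GLD-1 and probe and 100% = wells lacking GLD-1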
Fam108B counter: mouse Fam108B serine hydrolase inhibitors, primary screen, counter-screen for RBBP9 inhibitor project, biochemical, fluorescence polarization; inhibition, % at 9.51 µM; 300,000 tested, 0.33% active; recombinant Fam108B, FP-Rh probe fluorescence polarization;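 active = inhibition above the screen mean inhibition plus 3 SD, computed separately per campaign, cut at about 18% in these data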;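 note: inhibitors lower polarization as less probe binds the enzyme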
PAFAH1B2 inh: PAFAH1B2 enzyme inhibitors, primary screen, biochemical, fluorescence polarization, human; 340,000 tested, 1.2% active; recombinant PAFAH1B2, FP-rhodamine activity probe; Platelet-activating factor acetylhydrolase IB subunit alpha2 (Homo sapiens), P68402; AID 492953, 2010; inhibition, % at 3.39 µM;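 active = inhibition above the mean of all tested compounds plus 3 SD, cut at about 24% in these data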;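 note: 0% = enzyme with DMSO and 100% = wells lacking PAFAH1B2; many of its hits are not listed in these tables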
Target sequence (P68402 whole entry, looked up): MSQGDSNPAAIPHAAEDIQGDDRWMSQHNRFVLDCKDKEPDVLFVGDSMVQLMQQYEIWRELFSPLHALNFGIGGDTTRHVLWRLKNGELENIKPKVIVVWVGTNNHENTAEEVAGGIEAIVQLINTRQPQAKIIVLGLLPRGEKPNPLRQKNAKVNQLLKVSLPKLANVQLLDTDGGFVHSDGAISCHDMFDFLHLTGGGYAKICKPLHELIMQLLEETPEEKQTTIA
MCL1 BIM primary: inhibitors of MCL1 binding to BIM-BH3, primary screen, biochemical, fluorescence polarization; inhibition, % at 10.9 µM; 320,000 tested, 0.68% active; Induced myeloid leukemia cell differentiation protein Mcl-1 (Homo sapiens), Q07820; GST-MCL1 / FITC-Bim-BH3 fluorescence polarization;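 active = inhibition above the mean inhibition of all tested compounds plus 3 SD, set per campaign, cut at about 40% in these data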;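 note: 0% = DMSO wells and 100% = unlabeled Bim-BH3 peptide control; higher means more loss of mP so more displacement of Bim peptide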
Bcl-xL primary: inhibitors of human Bcl-xL, primary screen, biochemical, fluorescence polarization, HTS | AID 2129, 2009 | 320,000 tested, 0.7% active | GST-Bcl-xL / FITC-Bim BH3 peptide fluorescence polarization | inhibition, % at 10.9 µM | Bcl-2-like protein 1 (Homo sapiens), Q07817;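 active = inhibition above the mean of all tested compounds plus 3 SD, cutoff set per campaign, cut at about 30% in these data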;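 note: 0% = DMSO wells and 100% = unlabeled Bim-BH3 peptide competitor; inhibitors lower millipolarization by displacing the labeled peptide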
AHR act: AHR activators, primary screen, cell-based, luminescence, luciferase reporter, human; 320,000 tested, 2.5% active; Aryl hydrocarbon receptor (Homo sapiens), P35869; AID 2796, 2010; activation, % at 5 µM; AHR-responsive luciferase reporter cells; in the data active = activation above about 47%;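 note: 0% = vehicle wells and 100% = reference agonist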
* marks the source's active call; other numbers are inactive results; nt = no result given. A portion of the library; rates above refer to the full screens.

SMILES	PME-1 inh	MEX-5 binding	pPAFAH inh	GLD-1 RNA inh	Fam108B counter	PAFAH1B2 inh	MCL1 BIM primary	Bcl-xL primary	AHR act
CC(NC(=O)c1c(O)c2ccccc2[nH]c1=O)c1ccccc1 (stereo not given)	-8	-0.1	2	1	-2	-1	-3	-1	0
COc1cc(C(=O)Nc2ccc3nc(N4CCOCC4)sc3c2)cc(OC)c1OC	-3	nt	-3	7	nt	1	-5	-2	6
Cc1nnc(SCc2cccc3ccccc23)n(N)c1=O	1	1.8	-2	1	-1	0	13	0	6
CN(C)c1ccc(NC(=O)c2ccncc2)c2ccccc12	3	1.3	-1	-12	-4	-2	-17	-1	11
CCOC(=O)N1CCN(C(=O)c2cccc(S(=O)(=O)Nc3ccccc3Cl)c2)CC1	5	nt	1	3	nt	-1	10	1	0
Cc1cccc(Oc2ccccc2N)c1	3	-1.8	0	2	-5	4	13	2	3
O=S(=O)(Nc1ccc(O)c(Sc2nc3ccccc3s2)c1)c1cccc2ccccc12	-12	0.3	9	6	-5	1	6	6	14
O=C(C1=C[C@H](c2ccc(C(F)(F)F)cc2)C[C@H](OCc2ccc(CO)cc2)O1)N1CCCCCCC1	-3	-1.7	-6	6	-2	3	1	5	1
COc1ccc(C)cc1S(=O)(=O)N1CCN(C/C=C/c2ccccc2)CC1	8	nt	-2	5	nt	5	0	3	-1
CCCC(=O)Nc1ccc(C(=O)N2CCCC2)cc1	-5	-0.4	0	1	-4	-4	5	9	1
CC(C)(C)NC(=S)N/N=C\c1ccc(-c2ccc([N+](=O)[O-])cc2)o1	0	0.0	7	-34	3	nt	-76	-36	11
CCC(=O)c1cn(CC(=O)NCc2ccco2)c2ccccc12	-8	0.6	-6	4	8	0	-3	0	4
CC(C)CCn1c(SC(C)C(=O)NC2CC2)nc2ccccc2c1=O (stereo not given)	-1	-2.2	6	4	0	-2	-3	0	-2
COc1ccc(NC(=O)Cn2c(=O)n(CC3CCCO3)c(=O)c3ccccc32)c(OC)c1 (stereo not given)	4	3.0	5	0	4	-2	-3	-2	3
Cc1ccc(C2C(C(=O)c3ccco3)=C(O)C(=O)N2c2ncccn2)cc1 (stereo not given)	-2	1.8	4	2	-2	3	5	7	10
Cc1ccc(Sc2ncccc2C(=O)NCC(c2ccc(F)cc2)N2CCOCC2)c(C)c1 (stereo not given)	-5	0.1	5	-25	-1	1	-147	-17	4
Cc1ccc(S(=O)(=O)/N=C(/Nc2ccc([N+](=O)[O-])cc2)c2ccccc2)cc1	-13	-2.5	-6	-8	-23	8	0	4	1
COc1cccc(-c2cc(=O)c3cc(NC(=O)c4ccc(Cl)cc4)ccc3[nH]2)c1	2	-3.2	-6	16	2	7	5	6	-1
CCOC(=O)C1(Cc2ccccc2C)CCCN(S(C)(=O)=O)C1 (stereo not given)	-5	1.7	-6	2	0	8	9	-4	1
O=C(N/C(=C\c1ccc([N+](=O)[O-])cc1)C(=O)N1CCCCC1)c1ccccc1	-3	2.2	-8	5	0	-1	0	4	19
O=C(C1CCCN(S(=O)(=O)c2cnc[nH]2)C1)N1CCN(c2ccc(Cl)cc2)CC1 (stereo not given)	-2	-1.6	-4	-6	2	7	7	2	-1
Cc1nc(=O)c(-c2ccccc2)c(C)n1-c1ccc(Br)cc1	2	1.3	2	7	3	nt	2	4	-2
Cc1ccc(NCc2ccc([N+](=O)[O-])s2)cc1	1	-0.3	0	1	3	0	7	7	3
O=C(c1cccnc1NCc1ccccc1)N1CCOCC1	1	-1.0	0	-5	0	2	-4	6	0
Cc1nc(N2CCCCC2)c2sc(=S)n(C)c2n1	-3	-1.3	5	0	2	-1	6	7	-1
CCCN1CCC(NC(=O)Nc2cccc3ccccc23)CC1	5	0.6	2	-6	2	-2	-4	2	3
O=C(N/N=C/c1ccccn1)c1ccco1	-1	-9.8	1	3	3	9	4	2	3
COc1cccc(NC(=O)N(CCN(C)C)C(C)c2cccnc2)c1 (stereo not given)	-3	-0.1	5	5	5	1	1	2	1
CC(=O)c1cccc(NC(=O)C2C3CCC(C3)C2C(=O)O)c1 (stereo not given)	1	-2.6	4	2	3	-2	3	7	-3
Cc1c(C(=O)N2CCN(c3ccccc3)CC2)sc2nc3n(c(=O)c12)CCC3	4	-1.7	2	0	-6	3	-4	5	1
COc1cccc(N2CCN(C(=O)C3C4C=CC5(CN(Cc6ccccc6Cl)C(=O)C35)O4)CC2)c1 (stereo not given)	9	-0.2	2	1	2	-3	0	-1	0
Oc1cccc2ccc(/C=C/c3cccs3)nc12	0	-1.4	8	3	3	5	11	2	70*
CSc1cccc(NCc2ccc([N+](=O)[O-])cc2)c1	1	-1.7	2	1	-2	14	4	5	3
Cc1nc(S(=O)(=O)Nc2ccccc2C(=O)NCC2CC2)cn1C	-3	1.7	1	1	0	1	2	3	-1
Cc1cc(Cl)cc(Cl)c1OCC(=O)NCc1ccco1	-9	2.6	21	-4	-4	-4	9	9	-3
O=C(C1CCN(S(=O)(=O)c2ccc(-n3cnnn3)cc2)CC1)N1CCCCC1	-2	1.9	5	2	-2	-2	1	0	-2
Cn1c(SCC(=O)c2ccccc2)nnc1C1COc2ccccc2O1 (stereo not given)	3	0.9	-5	1	-2	4	0	-4	1
COc1ccc(C(C)=O)cc1CN1CCCCC1	2	0.7	4	-2	0	3	-1	3	3
COc1cccc(/C(O)=C2/C(=O)C(=O)N(CCCN3CCOCC3)C2c2ccncc2)c1 (stereo not given)	-5	0.4	2	2	0	2	7	1	2
CCc1ccc(-c2nn(-c3ccccc3)cc2CSC(=N)N)cc1	4	8.0	4	-3	1	nt	3	-1	1
O=C(Nc1ccc(Cl)cc1)C1CCN(C(=O)c2ccco2)CC1	0	0.3	6	10	-1	-6	-1	6	1
Cc1nn(Cc2c(Cl)cccc2Cl)c(C)c1NC(=O)c1sc2ccccc2c1Cl	6	0.8	6	0	-5	-3	3	-3	6
CCOc1ccc(N(CC(=O)N2CCCC2)S(=O)(=O)c2c(C)noc2C)cc1	5	1.9	-4	-3	4	2	6	7	10
O=C(N/N=C/c1ccco1)c1cc(-c2ccccc2)n[nH]1	-5	-1.6	-4	-5	4	0	8	7	3
COc1ccccc1-c1sc2ccccc2c1C#CC1(O)CCCCC1	nt	nt	-6	12	nt	-5	nt	nt	23
CCOc1ccccc1N(CC(=O)NCCc1ccc(OC)c(OC)c1)S(=O)(=O)c1ccccc1	-3	-1.8	2	9	1	-1	-1	-1	4
CN(C)CCCNc1cn[nH]c(=O)c1Cl	2	0.1	6	-2	-3	-10	-6	4	0
Cc1nn2c(NC(C)C)c3c(nc2c1-c1ccccc1)CCC3	11	-0.8	7	0	3	9	-3	1	3
Cc1nc2c(-c3ccc(F)cc3)c(C)nn2c(N2CCOCC2)c1C	5	-1.0	3	-1	1	-2	5	5	7
Cc1cc(/C=C2/SC(=S)N(c3cccc(Cl)c3)C2=O)c(C)n1-c1cccnc1	-3	-12	39*	-12	0	2	-60	10	17
COc1ccc(N2CCN(C3CCCN(Cc4ccc(F)cc4Cl)C3)CC2)cc1 (stereo not given)	1	-0.4	1	-8	4	-7	15	9	4
CN(C)CCCN(C(=O)COc1ccccc1)c1nc2ccc(Cl)cc2s1	-5	1.6	0	3	4	2	-3	1	-9
O=S1(=O)N=C(N(CCO)/N=C/C=C/c2ccccc2)c2ccccc21	-3	1.2	0	0	0	3	-11	5	8
COc1ccc(Cl)cc1NC(=O)COC(=O)c1cc(NS(=O)(=O)c2cccs2)ccc1O	-1	1.4	3	6	-4	0	1	4	6
CN1CCN(CCCNC(=S)Nc2ccc(F)c(Cl)c2)CC1	1	2.4	0	5	1	3	7	3	1
COc1ccc(/C=N/OC/C(O)=C(\C#N)c2nc3ccccc3[nH]2)cc1OC	-1	1.3	11	-7	5	4	2	6	6
CC(C)OC(=O)C1C(=O)CC(C)(O)C(C(=O)OC(C)C)C1c1cccnc1 (stereo not given)	3	-0.7	1	9	3	2	12	10	-3
C=CCOC(=O)C1=C[C@H](c2cn(C(C)=O)c3ccccc23)[C@@H](CCCO)[C@H](OCC)O1	5	-1.6	2	-1	4	3	-2	3	1
CC1CCN(S(=O)(=O)c2ccc(NC(=O)CN3CCCC3)cc2)CC1	1	-0.6	8	5	-2	15	0	3	-1
Cc1ccc(-c2cc(C(=O)O)n(-c3ccc(S(N)(=O)=O)cc3)n2)cc1	-5	-2.2	3	7	1	-2	-5	1	-4

(cont.)
SMILES	PME-1 inh	MEX-5 binding	pPAFAH inh	GLD-1 RNA inh	Fam108B counter	PAFAH1B2 inh	MCL1 BIM primary	Bcl-xL primary	AHR act
O=C(Nc1cn(-c2ccccc2)nc1-c1ccccc1)c1ccccc1	-3	0.6	3	0	0	-7	-3	5	5
CC(C)c1nnc(NC(=O)C2CCCN2C(=O)Nc2cccc(Cl)c2)s1 (stereo not given)	-1	-0.2	1	0	-1	2	8	6	1
CCCN(Cc1cc2cc(OC)ccc2[nH]c1=O)C(=O)c1ccncc1	-4	-1.1	5	-4	5	-2	0	5	0
COc1ccc(C(=O)NNC(=O)CN2CCC(n3nnc4cc(C)ccc43)CC2)cc1	-1	1.4	3	1	0	-2	11	4	24
Cc1c(C(=O)N2CCN(c3ccc(F)cc3)CC2)sc2nc3n(c(=O)c12)CCC3	0	0.1	4	-2	3	1	-3	2	-2
CC1CN(c2cnn(C(C)C)c(=O)c2Cl)CC(C)O1 (stereo not given)	-2	2.1	4	2	-8	-3	-5	-3	-1
COc1ccc([C@H]2CC(=O)C=C(c3ccccc3-c3ccccc3)C2)cc1	-5	nt	0	0	nt	0	2	5	3
Cc1nn(CC(=O)NC(=O)NC2CCCC(C)C2C)c(=O)c(C#N)c1C (stereo not given)	0	-0.3	8	-7	1	1	4	3	-1
Cc1ccccc1C(=O)NNC(=O)/C=C/c1ccccc1	0	-1.1	0	3	3	-2	0	-1	4
CCc1ccc2nc(N(CCCN(C)C)C(=O)c3ccc(S(=O)(=O)N(C)C4CCCCC4)cc3)sc2c1	-7	-0.7	-3	2	-6	6	3	-3	-4
CCOC(=O)CNC(=O)N1CCCC(C(=O)c2cccc(Cl)c2)C1 (stereo not given)	1	-0.9	3	1	-1	1	-2	1	2
O=C(O)c1ccc(CN2C(=O)c3ccc(C(=O)O)cc3C2=O)cc1	-2	-0.8	4	0	-1	3	0	-1	1
CC(C)CCn1nnnc1CN1CCN(c2ccc(F)cc2)CC1	1	-0.9	8	-3	-5	4	0	2	-1
COc1ccnc(CSC(N)=Nc2ccccc2C(F)(F)F)c1	-8	1.1	3	6	-2	5	3	3	6
